Source: PubChem BioAssay
Rpn11 block = inhibitors of human proteasome Rpn11 | O00487 | human 26S proteasome, Ub4-pepOG fluorescence polarization; 20S core pre-blocked with epoxomicin | calls only at 20 µM | actives 0.59% (n = 360,000) | AID 588493;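 active = inhibition at 20 µM, scaled to each plate's controls, above about 33%, limit read from the data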
LMPTP inh = blocks human LMPTP phosphatase; inhibition, % at 20 µM; P24666; recombinant LMPTP-A, OMFP fluorogenic substrate, fluorescence intensity; actives 0.22% (n = 360,000); AID 651560;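 active = compounds that cut the enzyme signal by at least half of the control window in the single-dose screen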;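 also: plate controls were DMSO wells with enzyme plus substrate for no effect and substrate without enzyme for full effect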
Target sequence (P24666 whole entry, looked up): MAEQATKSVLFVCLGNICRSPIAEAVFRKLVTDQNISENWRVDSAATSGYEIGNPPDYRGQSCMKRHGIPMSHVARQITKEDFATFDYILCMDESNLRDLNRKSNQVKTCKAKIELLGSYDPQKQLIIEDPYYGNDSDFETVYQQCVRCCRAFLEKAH
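test system = LMPTP-A | amount = 0.625 nM LMPTP-A final | reagent = fluorogenic phosphatase substrate OMFP at 400 µM final | incubation = 50 min at room temperature | benchmarks = no-enzyme low control, uninhibited high control | medium = Bis-Tris pH 6.0, DTT, detergent | signal = fluorescence intensity of OMFP turnover product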
NadD inh = NadD (S. aureus) enzyme inhibition; purified NadD enzyme, colorimetric absorbance read-out; inhibition, % at 20 µM; actives 0.78% (n = 360,000); AID 602399; in the data active = inhibition above about 26%; also: some compounds past the cut are filed as inactive
Scp1 inh = blocks human Scp-1 phosphatase activity; Recombinant Scp1, phosphopeptide, malachite green phosphate absorbance; inhibition, % at 20 µM; actives 0.88% (n = 340,000);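 active = inhibition above about 50% at 20 µM, limit read from the data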;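 also: plate controls were DMSO wells with enzyme for no effect and wells lacking enzyme for full effect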
Target sequence (Q9GZU7 76-261 limits assumed): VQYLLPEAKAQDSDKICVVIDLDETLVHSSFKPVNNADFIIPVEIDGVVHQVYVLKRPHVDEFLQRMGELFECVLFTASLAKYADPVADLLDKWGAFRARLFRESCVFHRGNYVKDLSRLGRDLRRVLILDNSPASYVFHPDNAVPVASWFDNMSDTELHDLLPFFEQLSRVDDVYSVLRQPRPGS
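Material: truncated SCP-1 phosphatase (76-261aa) / Buffer or medium: 50 mM Tris acetate pH 5.5, 0.005% Tween-20, 10 mM MgCl2 / Compound dosing: one concentration, 20 µM, with 1.0% DMSO / Incubation: 45 min room-temperature reaction, 5 min colour, 30 min stabiliser / Detection: colorimetric free-phosphate detection, absorbance 630 nm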
SUMO1-SIM PPI = SUMO1-SIM interaction modulation | SUMO1 binding to a labelled peptide, TR-FRET, 1 h | AID 602429 | P63165 | inhibition, % at 20 µM | actives 0.33% (n = 360,000); in the data active = inhibition above about 37%
MLLE-PAM2 inh = inhibitors of microRNA-mediated deadenylation, human PABP1 MLLE binding; GST-MLLE / FITC-PAM2 fluorescence polarization; inhibition, % at 20 µM; actives 0.36% (n = 360,000); in the data active = inhibition above about 35%, passing the limit was not always enough;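 also: plate controls were DMSO wells with GST-MLLE for no effect and wells lacking GST-MLLE protein for full effect; some results filed as inactive read as strong as hits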
Target sequence (P11940 whole entry, looked up): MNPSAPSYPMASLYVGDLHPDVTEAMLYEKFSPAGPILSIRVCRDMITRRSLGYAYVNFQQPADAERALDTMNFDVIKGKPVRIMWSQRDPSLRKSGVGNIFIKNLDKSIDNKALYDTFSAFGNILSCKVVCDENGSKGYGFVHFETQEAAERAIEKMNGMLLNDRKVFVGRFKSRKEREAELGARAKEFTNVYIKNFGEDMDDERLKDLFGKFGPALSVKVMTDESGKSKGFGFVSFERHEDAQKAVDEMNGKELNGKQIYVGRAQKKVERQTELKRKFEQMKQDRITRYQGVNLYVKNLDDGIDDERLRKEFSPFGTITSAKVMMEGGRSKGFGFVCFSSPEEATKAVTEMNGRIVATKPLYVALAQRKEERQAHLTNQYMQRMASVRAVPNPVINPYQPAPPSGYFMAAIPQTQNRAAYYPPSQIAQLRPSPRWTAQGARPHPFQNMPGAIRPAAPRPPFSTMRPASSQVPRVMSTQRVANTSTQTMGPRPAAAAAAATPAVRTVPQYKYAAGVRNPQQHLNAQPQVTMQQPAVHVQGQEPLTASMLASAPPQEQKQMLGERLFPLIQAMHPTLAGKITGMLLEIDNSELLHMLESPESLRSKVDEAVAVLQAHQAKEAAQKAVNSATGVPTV
DNMT1 inh = DNMT1 (human) enzyme inhibition. actives 0.83% (n = 360,000). DNMT1 molecular beacon, Hinp1I cleavage, fluorescence. inhibition (reported as % activation of signal), % at 10 µM. AID 588458; in the data active = inhibition above about 50%
STEP block = blocks human striatal-enriched tyrosine phosphatase. AID 588621. P54829. inhibition, % at 20 µM. actives 0.25% (n = 360,000). recombinant STEP, OMFP fluorogenic substrate, fluorescence;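 active = inhibition at 20 µM, scaled per plate between control wells, above about 37%, limit read from the data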;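 also: 0% = DMSO with enzyme and substrate and 100% = substrate only without enzyme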
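Assay system: isolated STEP enzyme / Timing: 20 min at room temperature, dark / Doses: 20 µM, 1% DMSO / Technique: fluorescence intensity, excitation 480 nm, emission 540 nm / Reagent: fluorogenic phosphatase substrate OMFP at 25 µM final / Measure: percent inhibition scaled to no-enzyme and uninhibited-enzyme controls, plate-pattern corrected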
Tb MetRS inh = Trypanosoma brucei MetRS inhibition. purified T. brucei MetRS, ATP depletion, Kinase-Glo luminescence. AID 624268. inhibition, % at 11.9 µM. actives 0.4% (n = 360,000);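 active = inhibition above a per-plate cutoff of the control wells' mean inhibition plus 3 SD, cut at about 5.5% in these data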;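 also: 0% = DMSO wells median and 100% = median of wells with control inhibitor compound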
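technique = Kinase-Glo luminescence, ATP depletion format | system = purified MetRS (methionyl-tRNA synthetase) enzyme from Trypanosoma brucei | timing = 15 min preincubation, 2 h reaction, all 25 °C | evaluation = percent inhibition versus plate control medians | dosing = single dose, 11.9 µM final nominal, 0.9% final DMSO | also added = substrates ATP, L-methionine and bulk Escherichia coli tRNA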
CSN inh = CSN deneddylation inhibition; Q92905; inhibition, % at 12.5 µM; AID 651999; Purified CSN, SCF-Nedd8-OG deneddylation, fluorescence polarization; actives 0.38% (n = 360,000);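 active = pattern-corrected inhibition above about 35%, with an unprinted fluorescence ratio check between 0.5 and 1.5, limit read from the data, passing the limit was not always enough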;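 also: 0% = enzyme with substrate and 100% = substrate without enzyme; some results filed as inactive read as strong as hits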
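Material: purified human Csn5 enzyme expressed in HEK293T cells / Medium: Tris buffer pH 7.5, NaCl, DTT, Tween-20, trehalose, ovalbumin / Compound dosing: 12.5 µM single point / Schedule: 90 min incubation of compound, enzyme and substrate at room temperature / Signal: fluorescence polarization of the substrate / Control set: no-enzyme wells high, enzyme-with-substrate wells low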
* marks the source's active call; other numbers are inactive results; i = inactive; . = no result given.

SMILES	Rpn11 block	LMPTP inh	NadD inh	Scp1 inh	SUMO1-SIM PPI	MLLE-PAM2 inh	DNMT1 inh	STEP block	Tb MetRS inh	CSN inh
COc1ccc(OC(C)C(=O)NCCc2nc3ccccc3[nH]2)cc1 (stereo not given)	i	-1.0	-4	-7	-2	7	-3	-4	5.2	-6
CC1(Oc2cccc(C#N)c2)CCN(Cc2ccc(-c3ccccn3)cc2)C1 (stereo not given)	i	-0.9	-2	.	1	5	-6	0	0.1	0
Cc1cc(NC(=O)CSc2nc(-c3ccccc3)cs2)no1	i	0.1	-4	-10	-1	1	-1	4	-1.0	-6
O=c1[nH]c(/C=C/c2cccnc2)c([N+](=O)[O-])c(=O)[nH]1	i	2.7	1	-7	1	-7	3	1	0.2	7
CCN(CC(=O)Nc1c(F)cccc1F)C(=O)CC1CCCCC1	i	-8.7	5	-5	0	2	3	-1	0.2	-7
COc1ccc(C(=O)N(C)Cc2ccc(C)o2)cc1OC1CCN(C(C)=O)CC1	i	-1.4	-2	-5	1	-1	0	-1	-0.4	3
CCSc1nc(=S)n(Cc2ccccc2)c(C)c1C(C)=O	i	-1.6	1	7	-1	8	18	0	-1.2	-10
CSC[C@H](NC(=O)Cc1c(C)c2cc3c(C)c(C)oc3cc2oc1=O)C(=O)N[C@@H](Cc1ccccc1)C(=O)O	i	1.4	-1	47	-4	7	0	3	0.0	4
COc1cc(NC(=O)C2CCC(CNS(=O)(=O)c3csc(C(N)=O)c3)CC2)cc(OC)c1 (stereo not given)	i	-0.7	-5	-9	-5	4	-5	-2	0.5	1
CC(=O)N1CCCc2cc(S(=O)(=O)N3CCCC(C(=O)NCc4ccc(C)cc4)C3)ccc21 (stereo not given)	i	-0.2	3	-5	3	-3	-3	-1	-0.2	1
CC(=O)N1c2ccc(S(=O)(=O)N3CCC(C(=O)N4CCN(c5ccc(Cl)cc5)CC4)CC3)cc2CC1C (stereo not given)	i	1.6	5	-1	4	10	-1	2	0.5	-5
Cc1cc(N/N=C/c2ccc(O)cc2O)nc(N2CCOCC2)n1	i	6.3	-3	3	2	23	0	4	0.3	6
CC(=O)c1ccc(NC(=O)Nc2ccc(Cl)cc2)cc1	i	0.4	0	-5	-3	-14	-1	-3	1.6	-2
Cc1cccc(-n2nc3c(c2NC(=O)c2ccco2)CS(=O)(=O)C3)c1C	i	1.1	-2	-9	4	-8	1	-5	0.4	-3
CCOC(=O)C1CCN(C(=O)CSC2=NCCS2)CC1	i	-1.0	3	3	-3	35	1	-6	0.2	1
Cc1ccc(C(=O)N/N=C/c2ccoc2)cc1C	i	-0.2	5	18	-7	-2	13	2	-0.3	2
CCCCc1ccc(NC(=O)CN2C(=O)NC(Cc3ccccc3)C2=O)cc1 (stereo not given)	i	0.4	-2	-5	5	1	3	1	-0.3	2
CC(=O)c1ccc(NC(=O)CCc2ccc(C)o2)cc1	i	-2.2	-3	3	-2	-5	1	-1	-0.6	-3
O=C(Nc1ccc(Cl)c(Cl)c1)C1=Cc2ccccc2OC1	i	2.7	-14	-15	-11	-21	-3	1	-0.7	-3
O=C(O)CC(NC(=O)C(c1ccccc1)c1ccccc1)c1ccc(F)cc1 (stereo not given)	i	-0.1	-8	-9	3	2	1	1	0.2	3
COc1ccc(S(=O)(=O)N2CCCCC2)cc1NS(=O)(=O)c1ccc(CNC(C)=O)cc1	i	0.6	2	8	-2	2	9	28	-0.3	2
COCOc1ccc(/C=C/C(=O)c2c(OCOC)cc(OCOC)c(CC=C(C)C)c2O)cc1OCOC	i	2.5	5	-7	1	-9	-18	-2	-0.8	0
COc1ccc(OCC(=O)c2c(O)c3ccccc3oc2=O)cc1	i	-0.8	2	-11	-2	7	3	0	0.4	2
O=C1COc2ccc(C(=O)c3ccccc3C(=O)O)cc2N1	i	0.0	0	0	-2	6	2	3	0.3	1
CCCC(=O)Nc1ccc2c(c1)C(=O)N(C)C[C@@H](OC)[C@H](C)CN(Cc1ccc(-c3ccccn3)cc1)[C@@H](C)CO2	.	-0.3	.	.	10	.	.	.	-0.1	-6
CCNC(=O)c1cnn(-c2ccccc2)c1-c1ccccc1	i	-0.7	-4	-14	4	3	1	-1	-0.4	-3
CCCOc1ccc(C(=O)OCCN2CCCCC2)c(O)c1	i	-2.6	7	-4	-1	2	1	-4	0.2	0
O=C(O)CN1C(=O)/C(=C\c2cc(Br)ccc2OCc2ccc(Cl)cc2)SC1=S	i	14	6	-7	61*	15	61*	16	0.6	32
CCCOc1ccc(-c2nc3c(c(=O)[nH]c(=O)n3Cc3ccccc3)n2CCO)cc1OCC	i	0.9	-4	-5	2	10	2	-3	0.2	5
O=c1cc(Br)c(O)c(Br)cc1Br	i	7.9	2	27	2	30	32	6	0.4	32
COc1ccc(-c2noc(CCC(=O)NC3CCCCC3)n2)cc1OC	i	-0.3	2	1	1	4	0	0	-0.8	5
COc1ccccc1NC(=O)CSc1ncn(-c2ccccc2)n1	i	-1.1	1	-7	0	13	-9	-3	0.1	-3
COc1ccc(/C=C/C(=O)c2ccc3ccccc3c2O)cc1CN1CCOCC1	i	0.7	-6	-4	-4	19	-9	2	0.1	-2
COc1ccc(NC(=S)NC(=NS(=O)(=O)c2ccc(Cl)cc2)c2ccccc2)cc1	i	-1.1	1	-4	10	20	-7	-1	-0.2	1
Nc1ccc(CNc2ncn[nH]2)cc1	i	-0.6	-10	-17	-4	10	-1	-3	-0.5	6
COc1cccc(C(=O)Nc2nc3ccccc3[nH]2)c1	i	1.2	-2	-15	4	-14	-3	2	-0.3	-1
CCC(C)c1ccc(NC(=S)N2CCN(c3ccccn3)CC2)cc1 (stereo not given)	i	2.8	2	7	8	-118	2	4	-0.1	-1
CCN1CCCC1CNC(=O)CSCc1nc(-c2ccccc2C)oc1C (stereo not given)	i	4.1	-5	-7	-8	-4	-2	-7	-0.8	4
O=C(NCc1ccccc1)Nc1nnc([C@@H]2C[C@H](O)[C@@H](CO)O2)s1	i	-2.5	-3	.	2	7	-1	2	0.0	-3
CCOc1cc2[nH]c(=S)n(CCOC)c(=O)c2cc1OCC	i	-0.9	0	-11	3	-73	-2	-2	-0.1	-6

Sorted by formula weight (lowest first): part of the list above
SMILES	Rpn11 block	LMPTP inh	NadD inh	Scp1 inh	SUMO1-SIM PPI	MLLE-PAM2 inh	DNMT1 inh	STEP block	Tb MetRS inh	CSN inh
CC(=O)c1ccc(NC(=O)Nc2ccc(Cl)cc2)cc1	i	0.4	0	-5	-3	-14	-1	-3	1.6	-2
CCOC(=O)C1CCN(C(=O)CSC2=NCCS2)CC1	i	-1.0	3	3	-3	35	1	-6	0.2	1
O=C(Nc1ccc(Cl)c(Cl)c1)C1=Cc2ccccc2OC1	i	2.7	-14	-15	-11	-21	-3	1	-0.7	-3
COc1ccc(OCC(=O)c2c(O)c3ccccc3oc2=O)cc1	i	-0.8	2	-11	-2	7	3	0	0.4	2

(cont.)
SMILES	Rpn11 block	LMPTP inh	NadD inh	Scp1 inh	SUMO1-SIM PPI	MLLE-PAM2 inh	DNMT1 inh	STEP block	Tb MetRS inh	CSN inh
Cc1cccc(CN2CCC(CNC(=O)C3CCCN(S(=O)(=O)c4cnc[nH]4)C3)CC2)c1 (stereo not given)	i	-1.6	-2	-15	-4	-3	0	-2	-0.9	3
CCc1nn(CC(=O)NCCCN(C)C2CCCCC2)c(=O)c2cc3occc3n12	i	-0.3	-9	1	1	-2	1	1	-0.7	1
O=C(O)/C=C/C(=O)NCCC1=CCCCC1	i	-1.6	-3	-3	2	12	-3	-2	0.7	-4
COC(CNC(=O)c1ccc2c(c1)nc(C)n2-c1cccc(F)c1)OC	i	-0.8	-5	-1	3	7	-3	-2	-0.3	12
O=C(Nc1ccc(Br)cc1)c1cccc(OC(=S)N2CCOCC2)c1	i	0.6	-14	-6	4	0	-2	-1	-0.6	-1
O=C(CNC(=O)c1ccco1)N/N=C/c1cccs1	i	-1.4	-6	8	-10	-1	7	4	0.2	4
COC(=O)Cn1c(=NC(=O)c2sc3ccccc3c2Cl)sc2cc(S(N)(=O)=O)ccc21	i	33	37*	1	-5	-1	66*	4	-1.1	-1
CC(=O)c1c(O)ccc2c(-c3ccccc3)cc(=O)oc12	i	-0.6	-1	-5	-14	13	42	-1	-0.8	-6
Cc1ccc(NC(=O)CCC(=O)NNC(=O)c2ccccc2[N+](=O)[O-])c(C)c1	i	-0.5	0	3	-6	-6	0	-1	-2.4	1
CCCn1c(N)c(C(=O)CSc2nnc(C)n2Cc2ccccc2)c(=O)n(C)c1=O	i	-1.6	-6	-3	-1	-4	0	5	0.1	1
Cc1cc(F)ccc1S(=O)(=O)N1CCC2(CC1)OCCN2S(=O)(=O)c1cccs1	i	2.2	-6	-11	0	8	0	1	0.5	-4
Cc1ccc([C@H]2C[C@@H](O)[C@H](n3cc(COC(=O)c4ccccc4)nn3)CN2CC2CCCCC2)cc1	i	3.9	10	.	3	-8	-19	7	-1.1	-3
O=C(OCC(=O)N1CCOCC1)c1cccc(F)c1	i	-0.2	3	-5	7	-7	3	2	-0.2	-3
COc1ccc(-c2cc(C(=O)Nc3cc(OC)c(OC)c(OC)c3)no2)cc1OC	i	0.4	0	-11	-1	-3	-7	3	-0.7	-2
CCOC(=O)c1cnn(-c2ccc(C)cc2)c1N	i	0.5	4	-5	2	-3	1	-2	0.0	3
O=C(CSc1nnc(-c2ccccc2NC(=O)c2ccccc2)o1)OC1CCCCC1	i	1.1	2	0	-8	-7	12	-2	-0.6	-1
CN1CCN(CC(=O)NN2CC(=O)N(c3ccc(F)cc3)CC2=O)CC1	i	-4.3	-5	-7	6	-3	3	-3	0.5	1
CCOC(=O)NC(=O)CSc1nc2ccc(C)cc2[nH]1	i	1.0	0	-11	5	-37	9	-1	-0.4	-5
CCOC(=O)c1cncc(C(=O)O)c1	i	-1.2	-2	-2	0	18	3	-1	-0.8	-5
CC(C)(C)CC(=O)NCc1ccc(F)cc1	i	-0.7	1	-4	0	-4	8	-3	-0.1	1
CCOc1ccc(N(C)C(=O)CCc2nnc3ccc(NCc4ccco4)nn23)cc1	i	-0.5	-1	-4	0	-2	0	1	-0.3	0
